KKLEB tox – cytotoxicity in KKLEB CF airway cells, primary screen, cytotoxicity control for CF NF-kB inhibitor project, cell-based, uHTS, fluorescence assay plates | KKLEB CF airway cells viability, ATPlite luminescence, overnight; stronger effect = lower value; cells stimulated with P. aeruginosa culture filtrate | actives 0.36% (n = 360,000) | AID 602141, 2011 | activity change (cytotoxicity), % at 5 µM;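 active = corrected activity change at or below -50% at 5 µM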
MITF TRPM1 inh – inhibitors of MITF-dependent TRPM1 promoter reporter, primary screen, cell-based, SK-MEL-5, single point, luciferase. inhibition, % at 12.5 µM. SK-MEL-5 TRPM1 promoter luciferase, 24 h. actives 0.83% (n = 330,000);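 active = mean inhibition across replicates of 60% or more, whatever share of single replicates reaches that level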; also: values of inactives mirror those of a sister screen read the other way
NR2E3 ag-1 – NR2E3 agonists in two-hybrid cells, primary screen, cell-based, luminescence, CHO-S, Gal4-NCOR/VP16-NR2E3; luciferase; actives 0.35% (n = 360,000); Photoreceptor-specific nuclear receptor (Homo sapiens), Q9Y5X4; inhibition of corepressor binding, % at 3.98 µM; AID 602229, 2012;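 active = inhibition above the mean of all tested compounds plus 3 SD, cut at about 70% in these data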;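 also: 0% = DMSO with NR2E3 transfected cells and 100% = cells lacking NR2E3 construct; higher means lower luciferase signal from less NR2E3 corepressor binding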
Target sequence (Q9Y5X4 whole entry, looked up, the tested form may be a part): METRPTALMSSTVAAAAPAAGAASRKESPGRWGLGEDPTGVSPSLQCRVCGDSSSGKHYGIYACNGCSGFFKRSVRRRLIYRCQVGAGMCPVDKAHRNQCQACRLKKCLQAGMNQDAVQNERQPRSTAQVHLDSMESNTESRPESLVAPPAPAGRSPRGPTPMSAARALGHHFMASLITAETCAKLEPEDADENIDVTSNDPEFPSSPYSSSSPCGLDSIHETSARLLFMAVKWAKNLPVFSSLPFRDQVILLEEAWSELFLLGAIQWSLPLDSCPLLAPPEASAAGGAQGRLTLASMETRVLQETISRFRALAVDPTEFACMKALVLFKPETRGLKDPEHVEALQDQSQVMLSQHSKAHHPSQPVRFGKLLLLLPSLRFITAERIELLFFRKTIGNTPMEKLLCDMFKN
CF NFkB block – inhibitors of PAF-induced NF-kB signaling, primary screen, cell-based, GFP fluorescence, uHTS; actives 0.86% (n = 360,000); AID 588850, 2011; KKLEB NF-kB-GFP reporter, GFP fluorescence overnight; inhibition, % at 5 µM;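 active = at least 50% inhibition at 5 µM, scaled per plate between neutral and stimulator controls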;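 also: PAF is a Pseudomonas aeruginosa culture filtrate used as stimulus; plate controls were PAF-stimulated DMSO wells for no effect and unstimulated DMSO wells for full effect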
Shn3 3UTR inh – reduction of Shn3 3'UTR firefly luciferase signal, primary screen, Schnurri-3 inhibitor project, cell-based, Clone20 osteoblasts, set 2 | actives 0.52% (n = 360,000) | AID 588674, 2011 | Clone20 osteoblast Shn3 3'UTR firefly luciferase, 24 h | inhibition, % at 12.5 µM;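 active = mean inhibition of at least 75% with every replicate also reaching 75%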;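 also: 0% = median of neutral control wells and 100% = pilot-screen positive control compound; some compounds past the cut are filed as inactive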
aDG glyco act – activators of alpha-DG glycosylation, primary screen, uHTS, Pro5-aDG cells, AlphaScreen | alpha-DG glycosylation AlphaScreen (IIH6); 0% Pro5, 100% B10-LARGE cell signal | activation, % at 10 µM | actives 0.22% (n = 360,000) | AID 624168, 2012;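 active = activation of at least 8% versus controls, or a plate z-score of at least 8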;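 also: Pro5 are CHO cells carrying HIG-tagged alpha-DG that lacks glycosylation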
Peg3 prom inh – Peg3 promoter-driven luciferase inhibitors, primary screen, cell-based, HeLa, luciferase luminescence. HeLa PEG-Prom luciferase reporter, overnight. inhibition, % at 20 µM. actives 1.7% (n = 360,000);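 active = inhibition of at least 50% at 20 µM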
NR2E3 ag-2 – inhibitors of NR2E3-RetCOR corepressor binding, primary screen, NR2E3 agonist project, biochemical, TR-FRET, GST-NR2E3, biotin-RetCOR; Photoreceptor-specific nuclear receptor (Homo sapiens), Q9Y5X4; actives 0.12% (n = 320,000); inhibition of corepressor binding, % at 4.78 µM; AID 2300, 2010; 1536-well;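 active = percent inhibition above the cutoff of mean plus 3 SD of all tested compounds, set per screening campaign, cut at about 20% in these data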;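 also: 0% = DMSO wells and 100% = biotin wells as full block of FRET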
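Format: 1536-well format; test system: GST-NR2E3 and biotin-RetCOR proteins; read-out basis: percent inhibition of TR-FRET ratio; timing: 5 h incubation at 4 °C; detection: time-resolved FRET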
TWEAK Fn14 block – inhibitors of TWEAK-Fn14 signaling, primary screen, luciferase reporter cells, uHTS; TWEAK-stimulated Fn14 reporter cells, luciferase luminescence, 8 h; inhibition, % at 10 µM; actives 2% (n = 360,000); in the data active = inhibition above about 50%
hiPSC survival – enhancers of single-cell hiPSC survival, primary screen, ATPlite luminescence; survival enhancement, % at 20 µM; 100% = ROCK inhibitor wells, 0% = DMSO; AID 602274, 2012; actives 0.044% (n = 360,000); in the data active = survival enhancement above about 18%;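 also: cells exposed to compounds for 16 hours before the ATP read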
HIF-2a inh – HIF-2a reporter inhibitors, primary screen, luminescence, 786-0 RCC cells; 786-0 RCC cells HIF-2a reporter, luciferase luminescence, overnight; inhibition, % at 18.8 µM; actives 0.72% (n = 360,000); AID 624352, 2012;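 active = inhibition of the luminescence signal of 40% or more relative to plate controls, in a single-dose primary screen at 18.75 µM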
* hit, by the source's call; . = not tested or not shown.

SMILES	KKLEB tox	MITF TRPM1 inh	NR2E3 ag-1	CF NFkB block	Shn3 3UTR inh	aDG glyco act	Peg3 prom inh	NR2E3 ag-2	TWEAK Fn14 block	hiPSC survival	HIF-2a inh
Cn1cc(C(=O)OCC2CCN(CCNS(C)(=O)=O)CC2)c2ccccc21	-32	3	1	-22	2	-0.1	-7	2	4	-0.2	-7
COc1cc(/C=C2\C(=N)N3N=C(N4CCOCC4)SC3=NC2=O)ccc1OC(=O)c1ccccc1	11	.	-21	-14	-1	0.1	5	4	14	-0.8	11
C/C(=N\NC(=O)c1nn(C)c(C)c1Br)c1cccc(NC(=O)c2ccoc2C)c1	19	-63	-109	-21	-16	0.1	-131	-2	-15	-0.3	-131
COc1cc(OC)c2c(c1)OC(=O)CC2c1ccc2c(c1)OCO2 (centres undefined)	4	1	-8	1	-7	-0.2	4	.	2	-0.6	4
CC(=O)c1ccc(S(=O)(=O)N2CCC3(CC2)CC(=O)c2ccccc2O3)cc1	1	6	-11	18	8	0.2	20	-4	-25	0.5	6
CC(C)(C)NC(=O)COC(=O)c1ccccc1OCC(=O)Nc1ccc(Br)cc1	-10	-32	-29	6	-23	0.2	-33	2	-23	1.5	-93
COCCCn1c(SCC(=O)NC(C)(C)C)nnc1-c1cccs1	4	-26	-6	-10	-2	0.1	31	1	-6	-0.2	7
CN(c1cccc(NC(=O)Nc2ccc(Cl)cc2)c1)S(C)(=O)=O	-4	-32	-59	0	-19	0.1	-183	0	29	-3.5	-218
CCN(CC)C(=O)CSc1nnc(-c2cnccn2)n1-c1ccccc1	3	4	2	-1	-1	0.0	8	3	0	0.8	9
CCCc1cc(-c2nc(N)ncc2-c2csc(C)n2)c(O)cc1OC	-1	3	-1	-23	-5	1.2	6	2	15	3.6	30
CC(C)C(=O)Nc1cccc(NC(=O)c2ccc([N+](=O)[O-])cc2Cl)c1	9	-8	1	7	-1	-0.1	-7	-2	9	0.8	3
O=C1CSc2ccc(S(=O)(=O)NCc3ccccc3Cl)cc2N1	1	0	-2	11	21	0.0	14	3	16	-0.2	5
O=C(Nc1ccc(Cl)c(C(F)(F)F)c1)NC1CC2CCCC(C1)N2C1CC1 (centres undefined)	-10	-1	-15	10	-8	3.3	44	-3	-13	2.4	21
COc1cc(/C=N\Nc2nncn2N)ccc1OC(C)=O	2	4	-63	-5	-6	-0.1	2	1	-26	-0.5	18
Cc1ccc2c(c1)N(Cc1ccccc1)C(=O)C(C)S2 (centres undefined)	12	.	11	-17	5	-0.1	0	.	1	-0.3	11
O=C(CN1CCN(c2ccccc2)CC1)N1CCc2[nH]c3ccccc3c2C1	6	1	-15	-2	1	0.1	30	-2	-8	0.9	11
CCOC(=O)CNS(=O)(=O)c1ccc(S(=O)(=O)N2CCCC2)cc1	5	8	-1	-12	9	0.0	6	-3	-5	1.0	18
COCCN1C[C@@H](CO)O[C@@H](n2cnc3c(NCc4ccncc4)ncnc32)C1	1	.	15	2	-8	-0.1	12	.	14	-0.3	9
COc1ccc(-c2csc(=Nc3ccccc3)n2CCO)cc1	-8	-4	-69	16	-9	0.1	-146	0	17	-2.0	-149
Cc1ccc(C)c(C(=O)COC(=O)C(C)N2C(=O)C3C4CCC(C4)C3C2=O)c1 (centres undefined)	8	2	-20	-1	-2	0.1	1	.	-8	0.1	0
COC1OC(c2ccccc2)=C(c2cnc(N)nc2)c2ccc(F)cc21 (centres undefined)	.	.	-32	.	.	0.1	.	.	12	-0.5	12
Cc1noc(C)c1S(=O)(=O)Nc1ccc2c(c1)C(=O)N([C@@H](C)CO)C[C@@H](C)[C@@H](CN(C)CC1CCCCC1)OCCCC[C@@H](C)O2	-26	.	-25	12	4	0.2	-6	.	3	-4.3	-5
O=C(CS(=O)(=O)c1cn(Cc2ccc(Cl)cc2)c2ccccc12)N1CCCC1	14	.	-24	-17	-3	0.3	16	1	5	0.2	9
CCOc1cc(CNc2cccc3ccccc23)cc(Br)c1OCC(=O)NC(C)(C)C	-12	7	0	7	33	0.6	30	1	23	-3.1	27

Looked up above:
CCOC(=O)CNS(=O)(=O)c1ccc(S(=O)(=O)N2CCCC2)cc1 | MITF TRPM1 inh = 8
O=C(Nc1ccc(Cl)c(C(F)(F)F)c1)NC1CC2CCCC(C1)N2C1CC1 (centres undefined) | NR2E3 ag-1 = -15
COC1OC(c2ccccc2)=C(c2cnc(N)nc2)c2ccc(F)cc21 (centres undefined) | HIF-2a inh = 12

Further structures
SMILES	KKLEB tox	MITF TRPM1 inh	NR2E3 ag-1	CF NFkB block	Shn3 3UTR inh	aDG glyco act	Peg3 prom inh	NR2E3 ag-2	TWEAK Fn14 block	hiPSC survival	HIF-2a inh
O=C(Nc1ccccc1F)Nc1ccccc1OC(F)F	13	0	-4	3	-23	0.2	-3	4	-19	-1.7	1
Cc1ccccc1NS(=O)(=O)c1ccc2c(c1)NC(=O)CCS2	2	13	1	-7	-2	0.0	11	-1	-10	0.2	-13
COc1ccccc1-c1noc(CSc2nc(C)cc(=O)[nH]2)n1	2	6	8	-4	-10	0.1	1	4	-4	0.3	18
CCOC(=O)N1CCN(C(=O)/C(=C/c2ccc(OC)c(OC)c2)NC(=O)c2ccccc2)CC1	1	6	-3	7	1	-0.1	7	-4	5	-0.9	16
Cc1ccc(S(=O)(=O)CCC(=O)OCC(=O)Nc2cc(S(=O)(=O)N3CCOCC3)ccc2C)cc1	-1	-10	8	12	88*	0.0	-4	0	-2	0.2	12
CCc1nc(-c2ccccc2O)n(-c2ccccc2)n1	-6	-5	-38	-17	20	0.1	2	-5	-18	0.6	13
Cc1cc(OCCCC(=O)NCCc2ccccn2)ccc1Cl	-4	-18	4	-2	-8	0.0	0	2	-1	-0.4	-10
Cc1ccc(/C(O)=C2\C(=O)C(=O)N(C)C2c2ccccc2[N+](=O)[O-])cc1 (centres undefined)	6	-16	-57	-10	-29	-0.1	-132	-2	14	-0.2	-158
CC1=CCC2C(=O)N(c3ccc(N4CCOCC4)cc3)C(=O)C2C1 (centres undefined)	-3	14	11	11	2	0.0	5	-2	8	-0.3	9
CCCCC1CC2=C(C(=O)OC(C)(C)O2)C(c2ccc(F)cc2)O1 (centres undefined)	10	.	2	-7	5	0.1	-12	.	6	-1.1	6
COc1ccc(C2(c3ccc(OC)cc3)NC(=O)N(CC(=O)Nc3ccc(OC(F)F)cc3)C2=O)cc1	-24	10	-29	6	29	0.0	33	2	8	0.2	6
CC(=O)Nc1sc(N/N=C/c2ccc(N(C)C)cc2)nc1-c1ccc(C)cc1	14	.	-61	-24	-77	-0.2	-153	.	-7	0.6	-220
Cc1cccn2c(=O)c(/C=C(\C#N)C(=O)NCc3ccccc3)c(N3CCC(C(N)=O)CC3)nc12	7	-12	-4	-2	-11	-0.1	5	-4	3	-0.1	18
O=C(CN1C(=O)C2C3C=CC(C3)C2C1=O)NCc1ccco1 (centres undefined)	15	2	-31	-9	-21	0.0	22	7	6	0.1	10
COc1ccc2[nH]c3c(c2c1)CCN1C(=O)C(CC(=O)NCCN2CCOCC2)C[C@H](C(=O)N2CCCCC2)[C@@]31CCc1ccccc1 (some centres undefined)	4	-1	2	-18	-11	0.1	-13	.	7	-1.7	6
COc1ccccc1CNC(=O)C1=C(C)C(=O)OC12CCC(C)CC2 (centres undefined)	-2	-3	13	-3	-12	-0.1	14	4	-22	-0.3	4
CCOCCCn1c(=N)c(C(=O)NCCN2CCOCC2)cc2c(=O)n3cccc(C)c3nc21	18	1	-10	-36	7	0.2	8	1	-56	-4.1	21
Cc1ccc(Cl)cc1NC(=O)CCCN1C(=O)c2cccnc2C1=O	-2	7	-12	6	1	0.8	13	-1	2	1.7	8
CSCC[C@H](NC(=O)C1CCN(S(=O)(=O)c2ccc(C)cc2)CC1)C(=O)NC1CCS(=O)(=O)C1 (some centres undefined)	-1	-10	10	-8	-13	0.1	8	5	-2	-1.0	7
CC1C(C)N(C(=O)CCl)c2ccccc2N1C(=O)CCl (centres undefined)	5	91*	-4	6	-37	0.6	99*	.	2	-2.5	10
COc1ccccc1C1C(C(=O)c2cc3ccccc3o2)=C(O)C(=O)N1CCN1CCOCC1 (centres undefined)	-9	18	-12	5	0	0.2	-16	7	8	-2.7	-18
CC1(C)OC2OC(C3COC(=O)O3)C(OC(=O)c3ccccc3)C2O1 (centres undefined)	4	0	0	-2	-12	-0.1	10	.	23	1.9	9
O=C1c2ccccc2NC(c2ccc(-c3cccc([N+](=O)[O-])c3)o2)N1O (centres undefined)	-5	0	-16	0	43	0.3	-18	0	-39	-0.2	-108
O=C(Nc1ccc(F)cc1F)c1cccn1-c1ncc(C(F)(F)F)cc1Cl	-1	0	9	6	-15	0.0	-6	0	8	1.5	-3

Brought forward from above: 2 compounds, followed by the next part.
SMILES	KKLEB tox	MITF TRPM1 inh	NR2E3 ag-1	CF NFkB block	Shn3 3UTR inh	aDG glyco act	Peg3 prom inh	NR2E3 ag-2	TWEAK Fn14 block	hiPSC survival	HIF-2a inh
O=C1c2ccccc2NC(c2ccc(-c3cccc([N+](=O)[O-])c3)o2)N1O (centres undefined)	-5	0	-16	0	43	0.3	-18	0	-39	-0.2	-108
O=C(Nc1ccc(F)cc1F)c1cccn1-c1ncc(C(F)(F)F)cc1Cl	-1	0	9	6	-15	0.0	-6	0	8	1.5	-3
CCCCCCCCCCCCCCCC[N+](C)(C)CCl	-33	-3	11	41	83	0.7	100*	.	-27	-1.8	54*
COc1ccc(C(=O)c2c(C)c(CCC#N)n3ccccc23)c(OC)c1	-2	10	-28	4	7	-0.2	13	0	-1	-0.7	22
CCOC(=O)C1=CCN(S(=O)(=O)c2ccccc2Br)C1c1ccc(C)cc1 (centres undefined)	10	.	-12	-6	2	0.0	7	.	4	-1.2	3
S=C(NCC1CCCO1)Nc1ccc(Cl)cc1 (centres undefined)	-23	-7	4	18	0	0.5	-34	-3	-9	0.3	-57
COc1ccc(CN(C)CC(=O)Nc2ccccc2-c2ccccc2)c(OC)c1	-21	0	-17	15	16	0.6	19	0	7	-0.1	14
CCCCCCCCC(=O)N/N=C(\C)c1ccco1	-1	-14	-8	9	12	0.1	-67	-3	6	0.2	-1
Cc1ccc(CN(C)C(=O)c2cccc(S(=O)(=O)N3CCCC3)c2)cc1	15	-1	-7	-34	1	0.1	10	4	1	-0.5	14
COc1ccc(CNC(=O)Nc2ccc(C)cc2)cc1	12	-41	-53	-12	-30	0.3	-106	-4	-21	6.9	-111
Cc1ccc2[nH]c3c(N4CCc5ccccc5C4)ncnc3c2c1	-2	19	68	-6	82	6.7*	-101	-2	63*	1.8	-93
O=C(COC(=O)c1cnccn1)NC1CCCc2ccccc21 (centres undefined)	14	9	11	-3	6	-0.2	2	.	14	0.0	9

Screening results (PubChem BioAssay)
